TRHR ag: activates the human TRH receptor; activation, % at 2 µM; 360,000 tested, 0.18% active; P34981; TRHR cells, calcium flux fluo-8, FDSS agonist mode; AID 493084; in the data active = activation above about 30%; note: 0% is about no effect
Target sequence (P34981 whole entry, looked up): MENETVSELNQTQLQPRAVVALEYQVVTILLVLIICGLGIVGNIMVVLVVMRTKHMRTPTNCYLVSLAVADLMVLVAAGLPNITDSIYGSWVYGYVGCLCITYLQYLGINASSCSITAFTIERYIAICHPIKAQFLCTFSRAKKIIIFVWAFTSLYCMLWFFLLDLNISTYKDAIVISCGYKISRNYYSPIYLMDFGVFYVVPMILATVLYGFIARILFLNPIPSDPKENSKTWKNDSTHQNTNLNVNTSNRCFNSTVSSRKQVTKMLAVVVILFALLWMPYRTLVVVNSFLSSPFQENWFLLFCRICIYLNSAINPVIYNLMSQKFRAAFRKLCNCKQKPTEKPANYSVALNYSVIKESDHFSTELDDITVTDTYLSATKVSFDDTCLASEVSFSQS
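Fluo-8-loaded TRHR cells; 10 s baseline, compound added, kinetic Ca2+ fluorescence read 1/s, agonist mode.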
D1 antag: blocks dopamine activation of the human D1 receptor. P21728. HEK293 TREx D1 cells, calcium flux, dopamine EC80; stronger effect = lower value. activity change, negative = inhibition, % at 10 µM. 360,000 tested, 3.2% active; in the data active = activity change below about -30%; note: % is set by controls: 0 for no effect and ±100 for the full control effect
Target sequence (P21728 whole entry, looked up): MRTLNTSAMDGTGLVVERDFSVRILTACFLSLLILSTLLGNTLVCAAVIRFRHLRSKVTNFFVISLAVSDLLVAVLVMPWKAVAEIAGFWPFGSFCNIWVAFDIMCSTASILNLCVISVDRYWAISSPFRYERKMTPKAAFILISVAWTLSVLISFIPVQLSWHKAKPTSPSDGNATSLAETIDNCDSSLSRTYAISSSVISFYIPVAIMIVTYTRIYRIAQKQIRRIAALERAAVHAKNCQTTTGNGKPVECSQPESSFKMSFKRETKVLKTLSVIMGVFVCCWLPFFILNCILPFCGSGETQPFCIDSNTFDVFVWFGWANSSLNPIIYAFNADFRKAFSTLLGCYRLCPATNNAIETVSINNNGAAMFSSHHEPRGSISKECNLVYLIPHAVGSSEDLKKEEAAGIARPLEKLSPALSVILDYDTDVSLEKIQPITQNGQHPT
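Kinetic fluorescence of a calcium dye serves as the read-out. D1-expressing Hek293 Trex cells, induced overnight at 30 C, are exposed to compound for 180 s before an EC80 dopamine addition, then read 180 s further.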
D1 ag: human D1 receptor agonism; activation, % at 2 µM; 360,000 tested, 1% active; HEK293 T-REx D1 cells, calcium flux, agonist mode; P21728; in the data active = activation above about 30%; note: 0% is about no effect
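Tetracycline-induced HEK293 TREx D1 cells, force-coupled to calcium signalling, were dye-loaded with a no-wash calcium kit. Compound was pin-added after a 10 s baseline. Fluorescence was read kinetically at 1 cycle/s for 180 s, with calcium rises flagged as agonism.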
D2 potentiator: D2 dopamine receptor (human) potentiation; 340,000 tested, 0.34% active; AID 485347; P14416; potentiation, % at 10 µM; HEK293 T-REx D2, calcium flux, EC20 dopamine potentiation;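 active = potentiation over 3 SD above the plate norm, cut at about 30% in these data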; note: 0% is about no effect
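Tetracycline-induced Hek293 Trex D2 cells, force-coupled to calcium, loaded with no-wash calcium dye. Compound added with 180 s kinetic read for agonism, then EC20 dopamine and a further 180 s read for potentiation.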
RXFP1 ag: activates the human relaxin receptor RXFP1; Potency, µM (doses to about 57.5 µM), for inactives: at the highest dose activation, usual class: activators; 370,000 tested, 0.3% active; HEK293T-RXFP1 cAMP TR-FRET, 30 min; response scale: percent of porcine relaxin response, buffer zero; AID 2676; note: potency is the fitted concentration of half-maximal effect; % is set by controls: 0 for no effect and ±100 for the full control effect; nearly all actives have a fitted effect of over 60% in size; many of its hits are not listed in these tables
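cAMP rise read by TR-FRET after 30 min, 37C compound exposure (up to 58 uM) in RXFP1-transfected HEK293 cells with Ro 20174 present. EC50 from Hill-equation fits, with 29 nM porcine relaxin as 100% and buffer as basal.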
RXFP1 antagonist: antagonists of human relaxin receptor RXFP1. Q9HBX9. HEK293-RXFP1, relaxin-stimulated cAMP HTRF, 30 min; stronger effect = lower value. activity change, negative = inhibition, % at 57.5 µM. 350,000 tested, 0.59% active. AID 1259400;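 active = activity change of -60% or lower, but not beyond a set lower limit; inconclusive = change between -60% and -40%, or beyond the set limit; inactive = change above -40%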; note: % is set by controls: 0 for no effect and ±100 for the full control effect
TRHR enhancer: allosterically enhances the human TRH receptor | 360,000 tested, 0.66% active | TRHR cells, fluo-8 calcium fluorescence, EC20 TRH enhancement | P34981 | enhancement, % at 2 µM | AID 493056; in the data active = enhancement above about 30%; note: 0% is about no effect
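Enhancer read-out: after compound pinning and an initial kinetic agonist-mode read, an EC20 of TRH (10 nM final) was injected and fluo-8 calcium signal (Ex 480/Em 530) followed at 1 s/cycle for 100 cycles in TRHR-expressing cells.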
Apoferritin bind: binds horse apoferritin like a general anesthetic. apoferritin/1-aminoanthracene competitive binding, fluorescence. Potency, µM (titrated, usually from 77.5 µM), for inactives: at the top dose activity change, negative = displacement, usual class: inhibitors. 350,000 tested, 0.074% active; note: potency is the fitted concentration of half-maximal effect; % is set by controls: 0 for no effect and ±100 for the full control effect; nearly all actives have a fitted effect of over 20% in size
Target sequence (P02791 2-175 limits assumed): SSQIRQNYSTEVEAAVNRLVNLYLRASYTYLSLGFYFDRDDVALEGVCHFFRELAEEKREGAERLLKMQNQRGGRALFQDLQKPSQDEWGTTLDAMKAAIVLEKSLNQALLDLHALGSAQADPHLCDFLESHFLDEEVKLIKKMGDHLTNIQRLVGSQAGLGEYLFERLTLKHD
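In PBS, apoferritin at 10 uM is loaded with 1-AMA from a 50% saturated solution. After 10 min of compound exposure at ambient temperature, reduced 535 nm fluorescence indicates probe displacement.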
D1 potentiator: potentiators of human D1 dopamine receptor; AID 504651; P21728; 360,000 tested, 0.036% active; potentiation, % at 10 µM; HEK293 TREx D1 cells, calcium flux, dopamine EC20 potentiation; in the data active = potentiation above about 30%; note: 0% is about no effect
An asterisk follows results filed as active; [ ] = remark or other dose. Unless noted, calls come from the whole dose curve; as a rule, active = well fitted curve in the direction sought with a large enough effect; inconclusive = small, poorly fitted or top-dose-only effect, or another doubt; inactive = no such curve, though single readings can be large; an effect the other way counts as inactive or inconclusive. Some of the compounds tested; the hit share may differ from the screen's.

How did COc1ccc(C2=C(Nc3ccc(F)cc3)c3ccccc3C2=O)cc1 do in these assays?
TRHR ag: -2.1; D1 antag: 4; D1 ag: 1; RXFP1 ag: 2.3%; RXFP1 antagonist: 2; TRHR enhancer: -8; Apoferritin bind: inconclusive; D1 potentiator: -2

How did CC(C)N1CCC2(CC1)N=C(c1ccc3c(c1)OCO3)CC(c1cc(Cl)ccc1O)N2 (configuration not stated) do in these assays?
TRHR ag: 2.3; D1 antag: -27; D1 ag: 7; D2 potentiator: 5; RXFP1 ag: 0.0%; RXFP1 antagonist: -67*; TRHR enhancer: -7; Apoferritin bind: -9%; D1 potentiator: -7

Results for O=c1c2ccccc2nnn1CSc1nnc(COc2ccc(Cl)cc2)n1Cc1ccco1 ?
TRHR ag: 0.5; D1 antag: -22; D1 ag: 2; D2 potentiator: 3; RXFP1 ag: 0.5%; RXFP1 antagonist: -2; TRHR enhancer: -2; Apoferritin bind: -9%; D1 potentiator: 6

Results for COc1ccc(C2C(C(=O)Nc3ccc(Cl)cc3)=C(C)Nc3nc(SCc4cccc(C)c4)nn32)cc1OC (configuration not stated) ?
TRHR ag: 2.4; D1 antag: -13; D1 ag: 9; D2 potentiator: -3; RXFP1 ag: 1.6%; TRHR enhancer: 11; Apoferritin bind: 9%; D1 potentiator: -1

What do the screens show for `Cc1ccccc1C(=O)Nc1ccc(C(=O)N/N=C/c2ccc(O)cc2)cc1`?
TRHR ag: 0.0; D1 antag: 0; D1 ag: 0; D2 potentiator: 22; RXFP1 ag: 0.6%; RXFP1 antagonist: 0; TRHR enhancer: 7; Apoferritin bind: -6%; D1 potentiator: -9

What do the screens show for `COc1cccc(OC)c1C(=O)Nc1ccc(N2CCN(C(=O)c3cccs3)CC2)cc1`?
TRHR ag: -0.2; D1 antag: 7; D1 ag: 5; D2 potentiator: 7; RXFP1 ag: -0.6%; RXFP1 antagonist: 8; TRHR enhancer: -4; Apoferritin bind: -12%; D1 potentiator: -5

Results for Cc1cc2ccccc2n2c(SCC(=O)N3CCN(C(=O)c4ccco4)CC3)nnc12 ?
TRHR ag: 1.4; D1 antag: -4; D1 ag: 1; D2 potentiator: 2; RXFP1 ag: -0.7%; TRHR enhancer: 8; Apoferritin bind: 9%; D1 potentiator: 0

Results for CCC(CC)C(=O)c1c[nH]c(C(=O)OC)c1 ?
TRHR ag: 0.1; D1 antag: -12; D1 ag: 2; D2 potentiator: 3; RXFP1 ag: -0.1%; RXFP1 antagonist: 2; TRHR enhancer: -4; Apoferritin bind: inconclusive; D1 potentiator: 4

How did Cc1cc(C)n2nc(C(=O)OCC(=O)c3ccc(F)cc3)nc2n1 do in these assays?
TRHR ag: 0.6; D1 antag: 3; D1 ag: 0; D2 potentiator: -6; RXFP1 ag: 1.0%; RXFP1 antagonist: -14; TRHR enhancer: 8; D1 potentiator: 4

How did CCCC1=NN2C(=N)/C(=C\c3cc(C)n(-c4cccc(C)c4)c3C)C(=O)N=C2S1 do in these assays?
TRHR ag: 0.5; D1 antag: 11; D1 ag: 2; D2 potentiator: 5; RXFP1 ag: -0.8%; TRHR enhancer: 18; Apoferritin bind: -6%; D1 potentiator: 3

Results for COC(=O)c1[nH]c2ccc(C)cc2c1NS(=O)(=O)c1ccc(F)cc1 ?
TRHR ag: -0.2; D1 antag: 15; D1 ag: 0; D2 potentiator: 4; RXFP1 ag: -0.6%; RXFP1 antagonist: -5; TRHR enhancer: 9; Apoferritin bind: -17%; D1 potentiator: 0

How did N#Cc1c2n(c3c(=O)n(Cc4ccc(Cl)cc4)cnc13)CCCCC2 do in these assays?
TRHR ag: -0.6; D1 antag: 2; D1 ag: 2; D2 potentiator: -4; RXFP1 ag: 0.2%; RXFP1 antagonist: -3; TRHR enhancer: -3; Apoferritin bind: -19%; D1 potentiator: 0

How did CN1C(=O)/C(=C/c2ccc(C(F)(F)F)cc2)Sc2ccc(C(=O)N3CCN(c4ccccn4)CC3)cc21 do in these assays?
TRHR ag: 0.7; D1 antag: 5; D1 ag: 5; D2 potentiator: 8; RXFP1 ag: 0.0%; RXFP1 antagonist: -3; TRHR enhancer: 4; Apoferritin bind: -17%; D1 potentiator: 7

What do the screens show for `Cc1cc(C(=O)N/N=C/c2ccncc2)c2ccccc2n1`?
TRHR ag: -0.3; D1 antag: -3; D1 ag: 2; D2 potentiator: -4; RXFP1 ag: 0.0%; RXFP1 antagonist: 5; TRHR enhancer: 2; Apoferritin bind: -13%; D1 potentiator: 1

Results for CCCCN(CC)S(=O)(=O)c1ccc2c(c1)n(C)c(=O)c(=O)n2C ?
TRHR ag: -0.4; D1 antag: -4; D1 ag: 2; D2 potentiator: 18; RXFP1 ag: 5.1%; RXFP1 antagonist: -2; TRHR enhancer: -2; Apoferritin bind: -2%; D1 potentiator: 1

Reprinted from the part before: 2 entries; new compounds follow.
What do the screens show for `Cc1cc(C(=O)N/N=C/c2ccncc2)c2ccccc2n1`?
TRHR ag: -0.3; D1 antag: -3; D1 ag: 2; D2 potentiator: -4; RXFP1 ag: 0.0%; RXFP1 antagonist: 5; TRHR enhancer: 2; Apoferritin bind: -13%; D1 potentiator: 1

Results for CCCCN(CC)S(=O)(=O)c1ccc2c(c1)n(C)c(=O)c(=O)n2C ?
TRHR ag: -0.4; D1 antag: -4; D1 ag: 2; D2 potentiator: 18; RXFP1 ag: 5.1%; RXFP1 antagonist: -2; TRHR enhancer: -2; Apoferritin bind: -2%; D1 potentiator: 1

How did COc1ccc(CCNc2cc(C)nc3c(-c4ccccc4)cnn23)cc1OC do in these assays?
TRHR ag: 0.0; D1 antag: -4; D1 ag: 7; D2 potentiator: 6; RXFP1 ag: -0.9%; RXFP1 antagonist: -9; TRHR enhancer: 5; Apoferritin bind: 192%[activator]; D1 potentiator: -1

What do the screens show for `CCNC(=S)NNc1nnc(-c2ccccc2)c(-c2ccccc2)n1`?
TRHR ag: -0.3; D1 antag: -8; D1 ag: 1; D2 potentiator: 4; RXFP1 ag: -0.5%; RXFP1 antagonist: 5; TRHR enhancer: 14; Apoferritin bind: -14%; D1 potentiator: -5

How did Cc1ccc(CNC(=O)CSc2nc3ccsc3c(=O)n2Cc2ccc(C(=O)O)cc2)cc1 do in these assays?
TRHR ag: 1.0; D1 antag: 0; D1 ag: 8; D2 potentiator: 3; RXFP1 ag: -0.3%; RXFP1 antagonist: -5; TRHR enhancer: 4; Apoferritin bind: -5%; D1 potentiator: -2

How did O=C1C=C(c2ccc(OC(F)(F)F)cc2)C[C@@H](c2ccc(F)cc2)C1 do in these assays?
TRHR ag: 0.7; D1 antag: 5; D1 ag: 4; D2 potentiator: 1; RXFP1 ag: 0.6%; TRHR enhancer: -1; D1 potentiator: 1

Results for O=C(CNC(=O)c1ccc2c(=O)n3c(nc2c1)CCC3)Nc1ccc(F)c(F)c1 ?
TRHR ag: -0.5; D1 antag: 11; D1 ag: 3; D2 potentiator: -5; RXFP1 ag: 2.9%; RXFP1 antagonist: -9; TRHR enhancer: 3; D1 potentiator: -8

How did CCN(CC)S(=O)(=O)c1cc(C(=O)Nc2cc(C)on2)ccc1Cl do in these assays?
TRHR ag: 0.0; D1 antag: 7; D1 ag: 7; D2 potentiator: -13; RXFP1 ag: -5.0%; RXFP1 antagonist: -5; TRHR enhancer: 1; Apoferritin bind: -12%; D1 potentiator: -4

Results for Cc1noc(Cn2c(=O)c3ccccc3n(CC(=O)Nc3ccc(Cl)cc3)c2=O)n1 ?
TRHR ag: -0.2; D1 antag: -3; D1 ag: -1; D2 potentiator: -4; RXFP1 ag: 2.1%; RXFP1 antagonist: -21; TRHR enhancer: 3; Apoferritin bind: inconclusive; D1 potentiator: 2

What do the screens show for `COC(=O)c1ccccc1NC(=O)/C=C/C(=O)O`?
TRHR ag: -1.5; D1 antag: -10; D1 ag: 2; D2 potentiator: -3; RXFP1 ag: -1.6%; RXFP1 antagonist: -5; TRHR enhancer: -5; Apoferritin bind: 3%; D1 potentiator: -2

Results for CC(C)OCC(O)Cn1c(N2CCCC2)nc2c1c(=O)n(C)c(=O)n2C (configuration not stated) ?
TRHR ag: -0.1; D1 antag: -21; D1 ag: 0; D2 potentiator: 8; RXFP1 ag: 4.4%; RXFP1 antagonist: -3; TRHR enhancer: -3; Apoferritin bind: -5%; D1 potentiator: -8

How did Cc1cnc(C(=O)Nc2ccc(C)c(S(=O)(=O)N3CCCCCC3)c2)cn1 do in these assays?
TRHR ag: -0.1; D1 antag: -4; D1 ag: 2; D2 potentiator: 11; RXFP1 ag: -0.1%; RXFP1 antagonist: -6; TRHR enhancer: 20; D1 potentiator: -4

What do the screens show for `O=C(NCCc1ccccc1)C(=O)NN=C1CCCC1`?
TRHR ag: -0.2; D1 antag: -1; D1 ag: 0; D2 potentiator: 1; RXFP1 ag: 2.7%; RXFP1 antagonist: -4; TRHR enhancer: 8; Apoferritin bind: -19%; D1 potentiator: -4

How did CCOC(=O)c1ccc(NC(=O)CN2C(=O)CSC(C)C2=O)cc1 (configuration not stated) do in these assays?
TRHR ag: 1.5; D1 antag: -24; D1 ag: 1; D2 potentiator: 14; RXFP1 ag: 0.0%; RXFP1 antagonist: 2; TRHR enhancer: 10; Apoferritin bind: -9%; D1 potentiator: 1

How did Cc1nc(C)c(-c2ccc(SCc3ccc(Cl)cc3)nn2)s1 do in these assays?
TRHR ag: 0.4; D1 antag: -12; D1 ag: 2; D2 potentiator: 10; RXFP1 ag: 9.1%; RXFP1 antagonist: -29; TRHR enhancer: 3; Apoferritin bind: -20%; D1 potentiator: -4

How did O=C(Nc1ccccc1)c1ccc(NCc2cccnc2)c(S(=O)(=O)N2CCOCC2)c1 do in these assays?
TRHR ag: -1.1; D1 antag: -7; D1 ag: 0; D2 potentiator: 10; RXFP1 ag: 1.2%; RXFP1 antagonist: 1; TRHR enhancer: -4; Apoferritin bind: -10%; D1 potentiator: -8

What do the screens show for `COc1ccc(S(=O)(=O)N(CC(=O)NCC2CCCO2)c2ccc(F)cc2)cc1OC` (configuration not stated)?
TRHR ag: 0.2; D1 antag: -8; D1 ag: 0; D2 potentiator: -2; RXFP1 ag: -0.3%; RXFP1 antagonist: -3; TRHR enhancer: 1; Apoferritin bind: -10%; D1 potentiator: 3

How did CC(C)(C)c1cc(C(=O)N/N=C/c2ccc([N+](=O)[O-])s2)n[nH]1 do in these assays?
TRHR ag: 1.4; D1 antag: 12; D1 ag: 3; D2 potentiator: 1; RXFP1 ag: 2.4%; RXFP1 antagonist: 9; TRHR enhancer: 23; Apoferritin bind: -4%; D1 potentiator: -1
